Compound activity as filed in PubChem BioAssay.
KCNQ2 block – KCNQ2 potassium channel inhibitors, primary screen, cell-based, CHO-K1, FluxOR thallium flux, B-score (AID 2156). B-score at 10 µM. Potassium voltage-gated channel subfamily KQT member 2 (Rattus norvegicus), O88943. 310,000 tested, 1.1% active. 20 min; stronger effect = lower value;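 active = fluorescence ratio B-score at most minus 3 library SDs, with starting brightness B-score within 2 library SDs, cut at about -5.5 in these data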
CHT block – inhibitors of human choline transporter CHT; High affinity choline transporter 1 (Homo sapiens), Q9GZV3; AID 488975, 2010; B-score at 10 µM; CHT-expressing cells, membrane potential dye, choline response; stronger effect = lower value; 310,000 tested, 0.86% active;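 active = B-score over 3 SD under the library average, and starting fluorescence ratio not unusually high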;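 also: choline stimulus applied at its EC90 after an EC20 pre-addition; B-score computed on integrated fluorescence ratio after choline addition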
Target sequence (Q9GZV3 whole entry, looked up): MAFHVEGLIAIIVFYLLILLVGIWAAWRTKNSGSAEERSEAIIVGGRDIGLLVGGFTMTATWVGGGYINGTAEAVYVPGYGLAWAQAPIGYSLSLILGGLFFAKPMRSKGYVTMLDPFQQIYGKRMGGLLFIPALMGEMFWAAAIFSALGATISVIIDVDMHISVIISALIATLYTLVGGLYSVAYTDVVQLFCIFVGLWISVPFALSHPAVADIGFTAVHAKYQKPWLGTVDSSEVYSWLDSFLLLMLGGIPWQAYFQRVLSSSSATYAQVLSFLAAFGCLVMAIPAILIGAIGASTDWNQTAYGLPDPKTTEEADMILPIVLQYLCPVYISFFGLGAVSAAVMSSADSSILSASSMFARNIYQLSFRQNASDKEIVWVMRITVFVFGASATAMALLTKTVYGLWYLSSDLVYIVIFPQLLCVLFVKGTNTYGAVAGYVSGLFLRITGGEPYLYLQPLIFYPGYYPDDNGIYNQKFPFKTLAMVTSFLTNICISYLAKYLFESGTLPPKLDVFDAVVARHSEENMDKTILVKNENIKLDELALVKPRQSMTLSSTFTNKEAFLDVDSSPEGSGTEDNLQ
* marks the source's active call; other numbers are inactive results; i = inactive; nt = not tested or not shown. Rows are unselected, and some 1.9% of all compounds hit somewhere here.

Below each compound – CHT block | KCNQ2 block
- CC(C(=O)Nc1ccccc1)c1ccc(-c2ccccc2)c(F)c1 (configuration not stated)
→ i | i
- CCn1c(-c2ccccc2)c[nH]c1=S
→ i | i
- CC(C)CC1(C)N=C(c2ccccc2)C(=S)N1 (configuration not stated)
→ i | i
- Cc1ccc(C(C(=O)NC2CCCCC2)N(Cc2cccnc2)C(=O)c2csnn2)cc1 (configuration not stated)
→ i | i
- Cc1c(NC(=O)c2ccc(F)c(S(=O)(=O)N3CCOCC3)c2)c(=O)n(-c2ccccc2)n1C
→ i | i
- CCOC(=O)CC(NS(=O)(=O)c1ccc(OC)c(OC)c1)c1cccc([N+](=O)[O-])c1 (configuration not stated)
→ i | i
- COc1cccc(NC(=S)N(CCCN2CCOCC2)C(C)c2cc3cccc(OC)c3o2)c1 (configuration not stated)
→ i | i
- O=C(N/N=C/c1ccoc1)c1ccccc1
→ i | i
- CC(OC(=O)C1=NNC(=O)CC1)C(=O)Nc1ncc(Cl)cc1Cl (configuration not stated)
→ i | i
- CC1=Nc2cc(C(=O)N3CCCCC3)ccc2Sc2ccc(C)cc21
→ i | i
- CCOC(=O)N1CCN(C(=O)c2ccc3c(=O)n(CCC4=CCCCC4)c(=S)[nH]c3c2)CC1
→ i | i
- CC1CCc2sc(C(=O)N/N=C/c3ccc([N+](=O)[O-])cc3)cc2C1 (configuration not stated)
→ i | i
- COc1ccc(C(=O)NC(=S)NNC(=O)c2ccccc2C)cc1
→ i | i
- CCc1nc2ccccc2c(C(=O)OCCN2C(=O)c3ccccc3C2=O)c1C
→ i | -9.55*
- CNC(=S)Nc1ccc(C(N)=O)cc1
→ i | i
- N/C(=N\OC(=O)CCCOc1ccc(Cl)cc1Cl)c1ccccn1
→ i | i
- O=C1/C(=C/c2cccs2)Cc2ccccc21
→ i | i
- Cn1c(=O)c2ccccc2n(Cc2ccccc2F)c1=O
→ i | i
- COC(=O)/C=C/c1ccc2c(c1)S(=O)(=O)N(c1cccc(OC)c1)[C@H]2CC(=O)OC
→ i | i
- COc1cccc(NC(=O)N2CCCC2C(=O)NC(C)C)c1 (configuration not stated)
→ i | i
- O=c1c2ccccc2nc2n1C(CBr)CN2 (configuration not stated)
→ i | i
- CC(NC(=O)c1cc2ccccc2oc1=O)c1ccccc1 (configuration not stated)
→ i | i
- Cc1ccc(N(CC(=O)N2CC(=O)Nc3ccccc32)S(=O)(=O)c2ccc3c(c2)OCCO3)cc1
→ i | i
- Cc1ccccc1NS(=O)(=O)c1ccc(C(=O)N2CC(C)OC(C)C2)cc1 (configuration not stated)
→ i | i
- COc1cc(CNCCc2ccccc2F)ccc1OCC(=O)N1CCCCC1
→ i | i
- CCOC(=O)c1nnn2c1nc(N(CC)CC)c1ccccc12
→ i | i
- CCOC(=O)Cc1csc(NC(NC(=O)OCC)(C(=O)OCC)C(F)(F)F)n1 (configuration not stated)
→ i | i
- CC(C)c1csc(CN2CCN(CCc3ccccc3)C(CCO)C2)n1 (configuration not stated)
→ i | i
- O=C(Nc1ccncc1)c1cc(S(=O)(=O)N2CCOCC2)ccc1Cl
→ i | i
- Cc1cc(C)c2cc(C#N)c(NCCCNC(=O)CCC(=O)O)nc2c1
→ i | i

The listing continues.
Below each compound – CHT block | KCNQ2 block
- Cc1ccccc1NC(=O)NNC(=O)CCc1ccccc1
→ i | i
- C#CCSc1n[nH]c(-c2ccco2)n1
→ i | i
- CC(C)C(=O)Nc1ccc(N2CCCC2)cc1
→ i | i
- COc1ccc(C2C(C(C)=O)=C(C)N=c3s/c(=C\c4ccco4)c(=O)n32)c(OC)c1 (configuration not stated)
→ i | i
- O=C(C1CC1)N1CCN=C1SCc1ccccc1Cl
→ i | i
- CCCCN(C)CCNC(=O)c1ccc2c(c1)NC(=O)C(N1CCCCC1)S2 (configuration not stated)
→ i | i
- O=C(CSCC(=O)OCn1nnc2ccccc2c1=O)Nc1ccc(Cl)cc1
→ i | i
- COc1ccccc1N1CCN(c2ccc([N+](=O)[O-])cc2Cl)CC1
→ i | i
- O=C(NCc1ccc(F)cc1)c1ccc[nH]1
→ i | i
- CCCc1cc(C(=O)N2CCC(N3CCC(C(=O)NC(C)C)CC3)CC2)n(C)n1
→ i | i
- O=C(CSc1nnc(-c2ccccc2)o1)NC1CC1
→ i | i
- CCN(CC)S(=O)(=O)c1ccc(S(=O)(=O)N2CCCC(C(=O)NC3CC3)C2)cc1 (configuration not stated)
→ i | i
- CC(CC(=O)Nc1ncc([N+](=O)[O-])s1)c1ccccc1 (configuration not stated)
→ i | i
- Cc1cc(NC(=O)CSc2nc3c([nH]c4ccccc43)c(=O)n2-c2ccccc2F)no1
→ i | i
- COc1ccc(CCNC(=O)CSc2nc3ccccc3o2)cc1
→ i | i
- Cc1ccc(O)c(NC(=O)c2cccc(S(=O)(=O)N3CCCCC3)c2)c1
→ i | i
- CCOc1ccc(CNC(=O)CCS(=O)(=O)Cc2cccc(Cl)c2)cc1OC
→ i | i
- Cc1ccc(OCCCCc2c(C)n[nH]c2C)cc1
→ i | i
- Cc1nn(C)cc1NC(=O)c1nn(C)cc1[N+](=O)[O-]
→ i | i
- CCc1ccc(NC(=O)CSc2nc3ccccc3nc2N2CCCC2)cc1
→ i | i
- CCCc1nn2c(=O)cc(CSCC(=O)Nc3cccc(OC)c3)nc2s1
→ i | i
- c1ccc(Cc2nnc(N3CCOCC3)c3ccccc23)cc1
→ i | i
- O=C(O)c1cnn2c(-c3ccc(F)cc3)ccnc12
→ i | i
- Cc1cc(C(F)(F)F)n2ncc(C(=O)O)c2n1
→ i | i
- O=Cc1ccnc(-c2ccc(OC(=O)c3ccco3)cc2)n1
→ i | i
- Cc1ccc(OCC(=O)n2nc(C)cc2C)c(C)c1
→ i | i
- COC(=O)CC1=NN(c2ccc(OC)cc2)C(=O)C1
→ i | i
- CC(NC(=O)COC(=O)C1CCN(S(=O)(=O)c2ccccc2C(F)(F)F)CC1)c1ccccc1 (configuration not stated)
→ i | i
- COc1ccc(S(=O)(=O)n2nc(C)c(S(=O)(=O)N3CCOCC3)c2C)cc1
→ i | i
- COc1ccc(/C=N/NC(=O)c2ccccc2[N+](=O)[O-])cc1CN1CCc2cc(OC)c(OC)cc2C1C (configuration not stated)
→ i | i

Next part:
Below each compound – CHT block | KCNQ2 block
- O=C(CNC(=O)C1COc2ccccc2O1)N/N=C\c1cccc(O)c1 (configuration not stated)
→ i | i
- COc1ccc(N2C(=O)C3C4C=CC(c5ccccc5)(C3C2=O)C2C(=O)N(c3ccc(OC)cc3)C(=O)C42)cc1 (configuration not stated)
→ i | i
- O=C(CSc1ccc(-c2ccco2)nn1)c1ccc(F)cc1
→ i | i
- O=C(Nn1cnc2ccccc2c1=O)c1ccccc1[N+](=O)[O-]
→ i | i
- CCCc1ncc(C(O)c2ccccc2OC)n1C (configuration not stated)
→ i | i
- O=C(CC1OC(=O)c2ccccc21)Nc1cc(S(=O)(=O)N2CCOCC2)ccc1OCC(F)(F)F (configuration not stated)
→ i | i
- CCCCCC(O)(CCN1CCCCC1)c1ccc(OCC)cc1 (configuration not stated)
→ i | i
- Cc1cc(NC(=S)NC(=O)c2ccco2)c2ccccc2n1
→ i | i
- CNC(=O)c1ccc2snnc2c1
→ i | i
- Cc1cc(C)c(NC(=O)c2ccccc2C(=O)c2ccccc2)c(C)c1
→ i | i
- COc1ccc(NC(=O)CC2C(=O)N(Cc3ccccc3)C(=S)N2CCN2CCOCC2)cc1 (configuration not stated)
→ i | i
- COC(=O)c1cc(Cl)c(NC(=O)c2ccco2)cc1OC
→ i | i
- CC12CCC(C(=O)N3CCCCC3)([C@H](Br)C1=O)C2(C)C (some centres not stated)
→ i | i
- CCCN(CCC)S(=O)(=O)c1ccc(C(=O)N2CCOCC2)cc1
→ i | i
- CC(=O)C1=C(O)C(=O)N(Cc2cccnc2)C1c1ccc(C)cc1 (configuration not stated)
→ nt | i
- CN(C)S(=O)(=O)c1ccc(C(=O)NCCN2C(=O)S/C(=C\c3cccnc3)C2=O)cc1
→ i | i
- O=C(Cn1c(NCCO)nc2ccccc21)N1CCN(Cc2ccccc2)CC1
→ i | i
- O=C(O)CCc1ccc(-c2ccccc2)o1
→ i | i
- CC1CCCC(C)N1CCCNC(=O)c1ccc2c(c1)NC(=O)c1ccccc1S2 (configuration not stated)
→ -5.24* | i
- CC1(C)CC(N2CCC(=O)NC2=S)CC(C)(C)N1
→ i | i
- O=C(O)CN1CCN(Cc2cccc(Cl)c2)C1=O
→ i | i
- Cc1cc(N)ccc1NC(=O)CN1CCOCC1
→ i | i
- Cc1cc(-c2ccco2)n(CC(=O)NCc2ccccc2)n1
→ i | i
- CCC(C)C(NC(=O)c1ccccc1NC(=O)c1ccco1)C(=O)NNC(=O)c1ccncc1 (configuration not stated)
→ i | i
- Cc1c(Cc2ccccc2)sc(/N=C/c2ccc3ccccc3c2)c1C(N)=O
→ i | nt
- O=S(=O)(c1cccc(-c2csc(-c3cccnc3)n2)c1)N1CCCCC1
→ i | i
- Cc1ccc(C)c(NC(=O)CCNS(=O)(=O)c2ccc3[nH]c(=O)oc3c2)c1
→ i | i
- CCc1csc(CCNC(=O)C2CCC(=O)N(Cc3ccccc3F)C2)n1 (configuration not stated)
→ i | i
- CC(=O)NC1(NC(C)=O)CCN(C)C(c2ccccc2)C1C (configuration not stated)
→ i | i
- COc1ccc2[nH]c(C)c(C(=O)CN(C)C)c2c1
→ i | i

In a second layout: four of the compounds above
Compound: Cc1cc(-c2ccco2)n(CC(=O)NCc2ccccc2)n1
  CHT block: i
  KCNQ2 block: i

Compound: COc1ccc2[nH]c(C)c(C(=O)CN(C)C)c2c1
  CHT block: i
  KCNQ2 block: i

Compound: O=C(CNC(=O)C1COc2ccccc2O1)N/N=C\c1cccc(O)c1 (configuration not stated)
  CHT block: i
  KCNQ2 block: i

Compound: O=C(Nn1cnc2ccccc2c1=O)c1ccccc1[N+](=O)[O-]
  CHT block: i
  KCNQ2 block: i

(further entries)
Below each compound – CHT block | KCNQ2 block
- Cc1ccc2[nH]cc(S(=O)(=O)c3ccc(C(C)C)cc3)c(=O)c2c1
→ i | i
- COc1ccccc1C1C2CCCCC2(O)CCN1CC(=O)Nc1ccccc1 (configuration not stated)
→ i | i
- CC(=O)N1CCCc2ccc(NS(=O)(=O)c3ccc(C)c(C)c3)cc21
→ i | i
- NS(=O)(=O)c1cccnc1Nc1cccc(C(F)(F)F)c1
→ i | i
- COc1ccc(-c2n[nH]c(=S)n2-c2ccccc2C)cc1
→ i | i
- CCc1ccc(Nc2n[n+](-c3ccccc3)c(-c3cccc(C)c3)s2)cc1
→ -14.8* | nt
- Cc1cccc(OCC(=O)Nc2ccc(C(=O)NCC(C)C)cc2)c1
→ i | i
- O=C(NC1CCCCC1)N1CCCC1
→ i | i
- Cc1cc(=O)oc2cc(OS(C)(=O)=O)ccc12
→ i | i
- Cc1c(Br)c(O)c(Br)c2sc(=O)oc12
→ -8.16* | nt
- COc1ccccc1CNS(=O)(=O)c1cc2c3c(c1)CCN3C(=O)CC2
→ i | i
- COc1cccc(C2NC(=O)NC(C)=C2C(=O)OCC2CCCO2)c1 (configuration not stated)
→ i | i
- Cc1cc(/C=C2/SC(=O)N(CC(=O)N3CCCC3)C2=O)c(C)n1C
→ i | i
- CC1CCN(c2oc(-c3ccccc3F)nc2C#N)CC1
→ i | i
- CCCCN1C(=O)C(=O)N(CC(=O)N2N=C3/C(=C/c4ccco4)CCCC3C2c2ccco2)C1=O (configuration not stated)
→ i | i
- Cc1ccc(CNC(=O)C2CCCN(c3nn4c(=O)cc(C)nc4s3)C2)cc1 (configuration not stated)
→ i | i
- COc1ccc(NC(=O)Nc2ccc(C(C)C)cc2)cc1
→ i | i
- COc1cc(CN2CC(C)CC(C)C2)cc([N+](=O)[O-])c1O (configuration not stated)
→ i | i
- CC(C)C[C@H](NC(=O)N1CCn2c1nc1ccccc12)C(=O)NCc1ccccc1
→ i | -6.68*
- Cc1ccn2c(Nc3ccccc3C)c(-c3ccccn3)nc2c1
→ i | i
- Cc1ccc(S(=O)(=O)N(C)C)cc1N
→ i | i
- CCOC(=O)c1ccc2nc(C)cc(Nc3cccc(C(=O)O)c3)c2c1
→ i | i
- COc1ccc(-c2cc(C(F)F)n3ncc(C(=O)N4CCN(C(=O)c5ccco5)CC4)c3n2)cc1
→ i | i
- Cc1ccc(/C=N/NC(=O)c2cc(C)oc2C)cc1
→ i | i
- Cc1occc1C(=O)NCc1cccc(CNC(=O)c2ccoc2C)c1
→ i | i
- CC(=O)N1c2ccc(S(=O)(=O)N3CCCCC3)cc2CC1C(=O)Nc1ccc(C)cc1 (configuration not stated)
→ i | i
- CCCn1c(SCC(=O)NC(C)c2ccccc2)n[nH]c1=O (configuration not stated)
→ i | i
- C[n+]1c(/C=C/c2ccc(O)cc2)ccc2ccccc21
→ i | i
- C/C(=N\NC(=O)C1CC1)c1ccccc1Br
→ i | i
- COc1ccc(S(=O)(=O)N(C)CC(=O)NCCCN2CCOCC2)cc1Cl
→ i | i

Further structures:
Below each compound – CHT block | KCNQ2 block
- Clc1cccc(CSc2nnc(-c3c[nH]c4ccccc34)o2)c1
→ i | i
- COC(=O)C1=C(C)N(CCCC(=O)O)C(=O)NC1c1ccc(OC)cc1 (configuration not stated)
→ i | i
- CCOc1ccccc1NC(=O)c1cc(-c2cc(OC)c(OC)c(OC)c2)nc2ccccc12
→ i | -6.11*
- COc1ccc2c(c1)C(=O)CC(c1ccc3c(c1)OCCO3)O2 (configuration not stated)
→ i | i
- Cc1ccccc1NC(=O)c1c(F)c(F)c(F)c(F)c1F
→ i | i

An excerpt of these results, with values ahead of the structure:
CHT block | KCNQ2 block | structure
-14.8* | nt | CCc1ccc(Nc2n[n+](-c3ccccc3)c(-c3cccc(C)c3)s2)cc1
i | i | CC(C(=O)Nc1ccccc1)c1ccc(-c2ccccc2)c(F)c1 (configuration not stated)
